# PMI act hi M6P: activators of human phosphomannose isomerase at near-saturating mannose 6-phosphate; P34949; coupled PMI enzyme assay, resazurin fluorescence, 20 min; stronger effect = higher value; 1 = untreated enzyme, 0 = substrate-free blank; activation factor at 20 µM; hit rate 0.34% among 190,000; AID 1216;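 active means activation factor of 2 or more at 20 µM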
# Target sequence (P34949 whole entry, looked up): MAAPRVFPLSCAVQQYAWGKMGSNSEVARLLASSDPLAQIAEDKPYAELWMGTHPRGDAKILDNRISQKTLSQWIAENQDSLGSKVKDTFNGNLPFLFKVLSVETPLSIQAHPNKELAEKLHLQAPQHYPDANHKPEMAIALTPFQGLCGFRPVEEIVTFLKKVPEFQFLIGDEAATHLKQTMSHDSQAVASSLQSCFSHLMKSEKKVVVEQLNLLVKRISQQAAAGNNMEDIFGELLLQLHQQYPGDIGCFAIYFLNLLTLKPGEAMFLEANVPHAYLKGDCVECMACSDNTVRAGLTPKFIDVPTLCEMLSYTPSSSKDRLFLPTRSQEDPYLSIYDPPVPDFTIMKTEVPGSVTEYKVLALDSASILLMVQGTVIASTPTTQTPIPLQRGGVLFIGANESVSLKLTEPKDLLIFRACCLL
#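 Test system: human phosphomannose isomerase with PGI, G6PDH, diaphorase coupling enzymes / Doses: 20 µM compound, 1% DMSO / Times: enzyme reaction with compound 20 min at room temperature / Measured by: Diaphorase-driven resazurin-to-resorufin fluorescence, excitation 544, emission 590 nm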
# G6PDH counter: inhibits Leuconostoc G6PDH, flagging false hits in G6PDH-based assays; hit rate 0.12% among 200,000; Purified L. mesenteroides G6PDH, diaphorase/resazurin coupled fluorescence, 45 min; inhibition, % at 5 µM; AID 1020; in the data active means inhibition above about 50%
# TNAP act hiacc: activators of human TNAP at high phosphate acceptor concentration. AID 1136. P05186. purified TNAP, CDP-star luminescence, 1 M DEA, 30 min; stronger effect = higher value; 0 = EDTA background, 1 = DMSO-only activity. 200,000 tested, under 10 active. activation factor at 20 µM;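 active means activation factor at least 2 at 20 µM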
# Target sequence (P05186 whole entry, looked up): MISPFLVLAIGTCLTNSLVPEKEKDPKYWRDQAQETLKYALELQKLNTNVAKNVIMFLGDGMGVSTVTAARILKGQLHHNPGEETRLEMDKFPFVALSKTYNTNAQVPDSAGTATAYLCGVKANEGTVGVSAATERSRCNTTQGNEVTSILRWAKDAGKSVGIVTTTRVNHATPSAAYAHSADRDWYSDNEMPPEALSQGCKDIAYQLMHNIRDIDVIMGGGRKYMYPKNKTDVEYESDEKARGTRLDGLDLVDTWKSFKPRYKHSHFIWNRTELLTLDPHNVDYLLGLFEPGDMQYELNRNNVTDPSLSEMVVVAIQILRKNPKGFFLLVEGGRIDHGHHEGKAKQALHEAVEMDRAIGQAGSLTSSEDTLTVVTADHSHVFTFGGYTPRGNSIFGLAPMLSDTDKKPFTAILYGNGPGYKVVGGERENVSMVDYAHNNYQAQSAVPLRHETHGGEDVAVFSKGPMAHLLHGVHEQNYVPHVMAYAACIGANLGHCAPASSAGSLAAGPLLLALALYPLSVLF
#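 Control set: EDTA negative control, DMSO positive control / Assay system: human TNAP / Quantity: TNAP 1/800 final / Evaluation: TNAP activation factor scaled between EDTA and DMSO control wells / Measured by: luminescent substrate turnover signal / Compound dosing: one dose, 20 µM / Times: 30 min enzyme reaction at room temperature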
# HMGR II inh: inhibitors of class II HMG-CoA reductase from Enterococcus faecalis; inhibition, % at 10 µM; hit rate 0.41% among 190,000; purified E. faecalis HMGR, NADPH absorbance 340 nm kinetic;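 active means inhibition above a set limit, the median over all tested compounds plus 3 SD, cut at about 9.5% in these data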;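 further: enzyme runs in reverse so mevalonate oxidation gives rising NADPH absorbance; 0% = complete reaction with DMSO and 100% = background rate lacking mevalonate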
# FLuc stim CS: affects firefly luciferase, flagging false hits in luciferase stimulation screens; P08659; ATPlite luciferase biochemical, luminescence, 10 min; 0 = ATP-free wells, 1 = DMSO control; activation factor at 10 µM; 200,000 tested, under 10 active; AID 1027;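 active means luciferase activation factor, scaled between plate controls, of at least 2 with compound at 10 µM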
#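 test system = cell-free luciferase reagent | medium = PBS as buffer for the ATP substrate | dosing = test compounds dosed from 2 mM stocks in 100% DMSO | incubation = 10 min at ambient temperature | detection = luminescence measurement of luciferase light output | benchmarks = low control with PBS replacing ATP, high control enzyme plus ATP without compound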
# Diaph act CS: activates diaphorase or chemically reduces, flagging diaphorase assay artifacts; Diaphorase/resazurin coupled assay, resorufin fluorescence, 16 min; stronger effect = higher value; 1 = vehicle wells, 0 = NADH-free wells; activation factor at 20 µM; hit rate 0.005% among 190,000; AID 1229;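 active means diaphorase activity raised at least twofold by the compound at 20 µM; inactive means activation factor below 2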
#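 Measured by – red resorufin fluorescence at 544/590 nm excitation/emission · Test system – Clostridium kluyveri diaphorase, purified enzyme · Incubation – reaction time 16 min, room temperature · Buffer or medium – 50 mM HEPES pH 7.4 with 4.542 mM MgCl2, 0.005% Tween 20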
# TNAP inh no acc: TNAP (human) inhibition, acceptor-free conditions; inhibition, % at 20 µM; P05186; hit rate 0.26% among 200,000; purified TNAP, CDP-star luminescence, 30 min; AID 1012;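 active means tissue-nonspecific alkaline phosphatase inhibition above about 50% at 20 µM in the single-dose screen, limit read from the data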;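 further: 0% = DMSO negative control and 100% = EDTA positive control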
# PMI act: phosphomannose isomerase (human) activation. P34949. purified human PMI, coupled resazurin fluorescence, 20 min; stronger effect = higher value; 1 = vehicle control, 0 substrate-free wells. activation factor at 20 µM. hit rate 0.005% among 190,000;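 active means activation factor of 2 or more at 20 µM, relative to plate controls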
# TNAP inh hi DEA: blocks human TNAP under high phosphate acceptor concentration. P05186. purified TNAP, CDP-star luminescence, 1 M DEA. inhibition, % at 20 µM. hit rate 0.03% among 200,000. AID 1135;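 active means over 50% inhibition of tissue-nonspecific alkaline phosphatase at 20 µM in the single-dose screen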;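 further: plate controls were DMSO wells for no effect and EDTA-quenched wells as full inhibition for full effect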
# Diaph inh CS: inhibits diaphorase or chemically oxidizes, flagging diaphorase assay artifacts | inhibition, % at 20 µM | AID 1217 | diaphorase resazurin-to-resorufin fluorescence, NADH, 16 min; bacterial (C. kluyveri) enzyme, not human | hit rate 0.69% among 190,000;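 active means primary screen inhibition at 20 µM above a set limit, cut at about 50% in these data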;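 further: plate controls were DMSO with full reaction for no effect and wells lacking NADH for full effect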
#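 System: Diaphorase enzyme from Clostridium kluyveri | Amount: Enzyme working solution with 0.14 U/mL diaphorase | Benchmarks: No-NADH positive control and DMSO neutral control | Signal: Fluorescence of resorufin formed from resazurin, Ex 544/Em 590 nm | Schedule: 16-min room-temperature incubation before reading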
# Active calls of the source: *.
SMILES,PMI act hi M6P,G6PDH counter,TNAP act hiacc,HMGR II inh,FLuc stim CS,Diaph act CS,TNAP inh no acc,PMI act,TNAP inh hi DEA,Diaph inh CS
COc1ccc(NC(=S)NC(C)C(c2ccccc2)N2CCOCC2)cc1 (configuration not stated),1,4,1.1,-1,1.1,0.9,-9,1,-6,11
COC(=O)c1cc(OC)c(OC)cc1NC(=S)N1CCC(C(N)=O)CC1,1.1,6,1,-2,1,1,-5,1,2,0
Cc1cc(NC(=O)CCSc2nc(-c3ccco3)cc(C(F)(F)F)n2)no1,1,1,1,-5,1,0.9,-9,1,-2,10
CC(NC(=O)C(c1ccccc1)c1ccccc1)C(=O)N1CCCCC1 (configuration not stated),1,-4,1,-3,1.1,0.9,-13,1,-4,8
CCc1ccc(N2C(=O)/C(=C/c3cccs3)N(CC(=O)OC)C2=S)cc1,1,7,1,2,1,0.9,-2,1,3,12
O=C(Nc1cc(C(F)(F)F)ccc1N1CCCC1)c1ccc2c(c1)OCO2,0.9,-11,1,-1,1.1,0.9,-20,0.9,-5,5
Cc1onc(-c2ccccc2Cl)c1C(=O)N1CCN(c2ncccn2)CC1,1.1,7,1,-1,1,1.1,-8,1,-4,-11
COCCCn1c(=O)c2ccccc2c2ccccc2c1=O,1.1,6,1.1,0,1.1,1.1,2,1.1,-6,-8
CCOC(=O)c1c(CN(CC)CC)oc2cc(Br)c(O)cc12,0.9,-1,1,-8,1,0.8,-9,0.9,-2,20
CCOC(=O)c1cnc2c(cnn2C)c1NCc1ccc(OC)cc1,1,-3,1,-3,0.8,0.9,-10,1.1,-4,7
O=C(NCc1ccco1)C(=O)NCC1OCCCN1S(=O)(=O)c1ccc(F)cc1 (configuration not stated),1.1,7,1,-1,1,1,-9,1.1,-4,4
CCOc1ccc(C(C)=O)cc1CSc1nnc(-c2cccs2)n1CC1CCCO1 (configuration not stated),0.9,3,1,1,1,0.8,-4,0.9,-1,24
Cc1nn(Cc2c(F)c(F)c(F)c(F)c2F)c(C)c1NC(=O)c1c(-c2ccccc2)nn(-c2ccccc2)c1C,1.1,2,1,-3,1.1,1.2,-10,1,-4,-15
CSC1=NCCN1C(=O)COc1ccc2ccccc2c1,0.9,-3,1,0,1,0.9,-11,1,-3,14
Cc1c(Cl)cccc1NC(=O)Cn1cccc1,1,-6,1,-6,1,0.9,-21,1,-3,11
COC(=O)c1ccc(CSc2nc3cc(Cl)ccc3s2)o1,0.9,-3,1.1,3,1.1,0.8,-8,0.8,-7,23
Cc1cc(Oc2ccccc2)nc(OCC#N)n1,0.9,21,1,-1,1,1,-4,0.9,1,-1
CN1CCN(c2ccc([N+](=O)[O-])cc2C(=O)N2CCOCC2)CC1,1,9,1,-4,1.1,0.9,3,1.1,1,8
COC(=O)C1=C(C)N(CC(C)C)C(=O)C1,1.3,6,1,-3,1,1,-6,1.2,1,3
C=CCn1c(SCC(=O)c2ccc(Br)cc2)nnc1C(C)NC(=O)Cc1ccc(OC)cc1 (configuration not stated),0.9,-2,1.1,-4,1,0.9,-12,0.9,-8,14

# The last 5 compounds of the part above lead into the next:
SMILES,PMI act hi M6P,G6PDH counter,TNAP act hiacc,HMGR II inh,FLuc stim CS,Diaph act CS,TNAP inh no acc,PMI act,TNAP inh hi DEA,Diaph inh CS
COC(=O)c1ccc(CSc2nc3cc(Cl)ccc3s2)o1,0.9,-3,1.1,3,1.1,0.8,-8,0.8,-7,23
Cc1cc(Oc2ccccc2)nc(OCC#N)n1,0.9,21,1,-1,1,1,-4,0.9,1,-1
CN1CCN(c2ccc([N+](=O)[O-])cc2C(=O)N2CCOCC2)CC1,1,9,1,-4,1.1,0.9,3,1.1,1,8
COC(=O)C1=C(C)N(CC(C)C)C(=O)C1,1.3,6,1,-3,1,1,-6,1.2,1,3
C=CCn1c(SCC(=O)c2ccc(Br)cc2)nnc1C(C)NC(=O)Cc1ccc(OC)cc1 (configuration not stated),0.9,-2,1.1,-4,1,0.9,-12,0.9,-8,14
Cc1cccc(/C=C2\CCC(=C3SCCCS3)C2=O)c1,0.9,-3,1,0,0.1,0.8,2,0.9,4,24
CCSc1nc2ccccc2n1CC(N)=O,1,-4,1,-3,1.1,0.9,-9,1,-4,9
CCC(=O)NC(=S)Nc1cccc(NC(=O)c2ccco2)c1,0.9,1,1,-7,1,0.8,-10,0.9,-4,16
O=C(c1ccco1)c1cn(CC(=O)N2CCCCC2)c2ccccc12,0.9,2,1,0,1,0.8,-6,0.9,-1,20
CCc1c(C)c(C#N)c2nc3ccccc3n2c1NCCN(C)C,0.9,-12,1,-1,1,0.9,-12,0.9,-1,7
Cc1ccc2nc(NC(=O)CCCC(=O)O)sc2c1,1,0,1.1,2,0.3,0.9,-15,0.9,-7,10
CCn1c(=N)n(CC(=O)c2cccc(OC)c2)c2ccccc21,1.2,2,1.1,-1,1,1.1,-11,1.2,-6,-8
O=C1CNC(=S)N1Cc1ccccc1,0.9,3,1,1,1,0.9,-18,0.9,-3,8
O=C(CNC(=O)c1ccc(Cl)cc1)Nc1ccccc1C(F)(F)F,1,-2,1,0,1,0.9,-9,0.9,-5,14
CC(Sc1nnc(-c2cccs2)n1Cc1ccccc1)C(=O)NCc1ccc2c(c1)OCO2 (configuration not stated),1,0,1,0,1.1,0.9,-20,0.9,-4,12
COc1cc(C(=O)NCCOc2cc(C)cc(C)c2)c(Br)c(OC)c1OC,0.9,-4,1,-1,1,0.9,-5,0.9,2,9
COc1cc(OC)cc(C(=O)NCC(=O)OCC(=O)/C=C2/N(C)c3ccccc3C2(C)C)c1,1,-6,1,-1,1,1,-10,1,-1,-4
O=C(Cn1nc(-c2ccccc2F)ccc1=O)Nc1ccc(S(=O)(=O)N2CCCCCC2)cc1,0.8,3,0.9,0,1,0.8,4,0.8,5,22
O=C(CN1C(=O)CCSc2ccccc21)Nc1ccccc1,1,22,1.1,-4,1.2,1,-4,0.9,-5,1
O=C(O)c1ccnc(C(=O)O)c1,1.2,12,1.1,-2,1,1.1,0,1.2,-8,-12
COc1ccccc1CN(Cc1nc2ccccc2c(=O)[nH]1)C(=O)Nc1ccccc1,1,-39,1.1,-4,1,0.9,-10,1,-5,8
CCN(c1ccccc1)S(=O)(=O)c1ccc(OC)c(OC)c1,0.9,3,1,-7,1,0.8,-1,0.9,0,19
COc1ccc(C)cc1NC(=O)Nn1cnnc1,1.1,4,1.1,-4,1.1,1,-4,1,-6,0
Cc1cc(C)c(CN2CCC(CO)(CCOc3ccccc3)CC2)cc1C,1,10,1.1,3,1.1,0.8,-3,0.9,-5,21
COc1c(C)cc(C(=O)C2CCCN(Cc3cnc(N4CCOCC4)s3)C2)cc1C (configuration not stated),1,10,1,-4,1,1,-3,1,0,0

# Random excerpt: 2 records from the list, in no set order.
SMILES,PMI act hi M6P,G6PDH counter,TNAP act hiacc,HMGR II inh,FLuc stim CS,Diaph act CS,TNAP inh no acc,PMI act,TNAP inh hi DEA,Diaph inh CS
O=C(CNC(=O)c1ccc(Cl)cc1)Nc1ccccc1C(F)(F)F,1,-2,1,0,1,0.9,-9,0.9,-5,14
CCc1c(C)c(C#N)c2nc3ccccc3n2c1NCCN(C)C,0.9,-12,1,-1,1,0.9,-12,0.9,-1,7

# (continued)
SMILES,PMI act hi M6P,G6PDH counter,TNAP act hiacc,HMGR II inh,FLuc stim CS,Diaph act CS,TNAP inh no acc,PMI act,TNAP inh hi DEA,Diaph inh CS
CCCOc1ccc(Cc2c(Cl)nc(SC)nc2OC)cc1,0.8,-2,1,-2,1.1,0.8,-3,0.8,1,16
O=C(Oc1ccc(-c2nnco2)cc1)N1CCCCC1,0.9,7,1,-9,1,0.9,0,0.8,2,8
CCOC(=O)COc1ccc(S(=O)(=O)Nc2ccc3c(c2)OCCO3)cc1,1,3,1,-2,1,0.9,-14,1,-3,9
CCOc1ccc2nc(N3C(=O)/C(=C/c4ccccc4)NC3=S)sc2c1,1.1,-27,0.9,0,0.6,0.9,3,1.1,14,10
CN(C(=O)COC(=O)c1n[nH]c2ccccc12)c1ccccc1,1.1,2,1,-2,1,0.9,11,1,-4,5
COc1ccc(C(=O)OCC(=O)NCCCc2ccccc2)cc1[N+](=O)[O-],0.8,0,1,-6,1,0.9,0,0.9,3,11
Cc1cc(C)n(CCSCC(=O)O)n1,0.9,2,1,-2,1.1,0.9,-22,1,-2,10
Cc1ccc(S(=O)(=O)N2C(=O)CCC2C(=O)N2CCN(C)CC2)cc1 (configuration not stated),1,5,1,-8,1,0.9,-6,0.9,1,12
COc1c(C)cc(C(=O)C2CCCN(C(=O)C3=C(C)OCCO3)C2)cc1C (configuration not stated),1.1,8,1,0,1,1.1,-4,1,-3,-7
Cc1nnc(NC(=O)Nc2ccc(Cl)c(Cl)c2)s1,1.2,6,1,1,1,0.9,-2,1.2,0,14
Cc1cc(C)c(S(=O)(=O)N2CCCC(C(=O)NCCC3=CCCCC3)C2)c(C)c1 (configuration not stated),0.9,-1,1.1,-5,1.1,0.8,-35,0.8,-15,22
COc1cccc(CCNc2ccc(N3C(=O)CC(C)C3=O)cc2[N+](=O)[O-])c1 (configuration not stated),1.1,2,0.8,-2,1,1.1,16,1.1,21,-10
CCn1c(SCC(=O)N/N=C/C=C\c2ccccc2[N+](=O)[O-])nc2ccccc21,0.9,-20,0.9,-2,1,0.8,2,0.9,8,18
COc1cc(OC)cc(C(=O)N[C@H](C(=O)Nc2cc(C)cc(C)c2)C(C)C)c1,1,3,1,2,1.1,1.1,-7,1.1,-3,-7
COc1ccc(-c2nc(N)nc(C)c2Oc2ccccc2Br)c(O)c1,0.8,-32,1,-2,1,0.6,-1,0.7,-1,36
CC(C)Cn1c(C(C)NC(=O)Cc2ccccc2)nc2ccccc21 (configuration not stated),0.9,3,1,2,1,0.9,2,0.9,-1,15
CN(C)S(=O)(=O)c1cccc(C(=O)Nc2cc(Cl)cc(Cl)c2)c1,0.9,0,1,2,1.1,0.8,-6,0.8,-5,19
Clc1ccccc1CSc1nnc(-c2ccccn2)n1Cc1ccco1,1,13,1.1,-2,1.1,0.8,1,1,-6,17
CCc1ccc(-c2ccc(C(=O)O)c(C)n2)cc1,0.9,-4,1,-1,1,0.9,-10,1,-3,14
Cc1ccc(N(CC(=O)Nc2c(C)n(C)n(-c3ccccc3)c2=O)S(C)(=O)=O)cc1C,1,6,1,-6,1,1,-8,1,-3,5
CC(=O)Nc1cccc(C(=O)Nc2cccnc2)c1,1,1,1,0,1,1,-3,1.2,2,2
